Bioassay records deposited in PubChem by several laboratories.
E-sel TNF inh – blocks E-selectin expression induced by TNF alpha; 0.71% of 120,000 active; AID 1246; inhibition, % at 2 µM; HUVEC TNFa-induced E-selectin immunofluorescence, high content;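 active means inhibition above the batch mean plus 3 SD, and confirmed as a hit on visual image review, cut at about 43% in these data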;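 further: 0% = TNF-stimulated DMSO wells and 100% = unstimulated control wells; not every result past the cut was called active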
NPY Y2 blocker – NPY-Y2 (human) receptor antagonism; P49146; NPY-Y2 expressing cells, antagonist mode; inhibition, % at 2.7 µM; 0.99% of 140,000 active; AID 793; in the data active means inhibition above about 17%;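 further: 0% = vehicle with agonist challenge and 100% = reference antagonist with challenge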
Target sequence (P49146 whole entry, looked up): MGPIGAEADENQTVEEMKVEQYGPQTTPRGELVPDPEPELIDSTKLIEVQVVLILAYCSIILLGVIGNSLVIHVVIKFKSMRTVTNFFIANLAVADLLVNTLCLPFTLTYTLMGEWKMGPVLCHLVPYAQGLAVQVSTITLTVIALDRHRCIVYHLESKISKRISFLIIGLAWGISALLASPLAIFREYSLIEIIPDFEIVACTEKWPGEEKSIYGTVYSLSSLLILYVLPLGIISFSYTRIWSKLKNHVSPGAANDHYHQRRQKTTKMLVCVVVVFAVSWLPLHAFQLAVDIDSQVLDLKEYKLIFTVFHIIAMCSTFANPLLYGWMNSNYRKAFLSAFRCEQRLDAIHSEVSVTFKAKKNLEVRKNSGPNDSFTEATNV
GALR2 antag – blocks the human galanin receptor 2. O43603. GALR2-expressing cells, antagonist mode. inhibition, % at 4 µM. 0.39% of 140,000 active; in the data active means inhibition above about 27%;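 further: cells stimulated with galanin 1-16 at roughly its EC80; 0% = agonist challenge control and 100% = basal control without agonist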
Target sequence (O43603 whole entry, looked up): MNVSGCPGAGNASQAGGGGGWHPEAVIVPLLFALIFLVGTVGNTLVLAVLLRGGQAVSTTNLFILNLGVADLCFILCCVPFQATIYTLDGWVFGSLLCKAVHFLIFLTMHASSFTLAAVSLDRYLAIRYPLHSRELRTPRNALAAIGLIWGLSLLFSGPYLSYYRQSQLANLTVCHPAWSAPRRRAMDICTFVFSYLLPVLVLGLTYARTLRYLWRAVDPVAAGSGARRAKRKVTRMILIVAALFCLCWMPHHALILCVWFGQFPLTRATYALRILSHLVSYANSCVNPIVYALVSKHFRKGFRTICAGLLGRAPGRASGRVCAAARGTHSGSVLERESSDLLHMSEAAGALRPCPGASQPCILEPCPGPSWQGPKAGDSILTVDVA
PTEN del growth – growth suppressors of cells with PTEN tumor suppressor deletion. viability, % at 10 µM. AID 827. HCT116 PTEN-null viability, CellTiter-Glo, 60 h; stronger effect = lower value. 1.2% of 140,000 active;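 active means viability at or below a set limit, 4 SD under the median of all tested compounds, cut at about 3.7% in these data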;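 further: PTEN knockout HCT116 line with beta catenin targeted HCT116 as companion control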
HCT116 bCat-KO – beta-catenin-lacking colon tumor cell growth suppression; viability, % at 10 µM; 1.5% of 140,000 active; AID 818; HCT116 beta-catenin knockout viability, CellTiter-Glo, 60 h; stronger effect = lower value;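 active means viability at or under a set limit, the compound median less 4 SD, cut at about 6% in these data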;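 further: 0% = Hyamine 1622 control at 20 µM and 100% = untreated cell control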
BB579 growth dn – reduces growth of yeast BB579 in restrictive medium; 0.51% of 140,000 active; inhibition, % at 10 µM; AID 804; S. cerevisiae BB579 growth, OD615, 48 h;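 active means inhibition above a set limit, 3 SD over the mean compound inhibition, cut at about 44% in these data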; further: inactives centre near -24
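System: Saccharomyces cerevisiae DeaD strain BB579, replicative lifespan model yeast. Buffer or medium: restrictive glucose-based CSMM-D medium. Doses: one dose, 10 µM compound with 0.25% DMSO. Timing: 4 h preincubation and 48 h exposure at 30 °C. Detection: turbidity as optical density at 615 nm. Benchmarks: amphotericin B 10 µg/mL, positive.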
Yeast lifespan up – yeast lifespan extension. S. cerevisiae growth with nicotinamide, OD615; deaD strain in restrictive glucose medium. inhibition of the nicotinamide effect, % at 10 µM. 0.68% of 130,000 active. AID 775;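 active means inhibition above a set limit, placed 3 SD over the median of all compounds, cut at about 26% in these data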;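 further: 0% = nicotinamide-treated wells and 100% = cells grown without nicotinamide; some compounds called inactive have numbers as strong as hits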
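assay system = DeaD-strain S. cerevisiae | buffer or medium = restrictive glucose medium | reagent = 1.5 mM nicotinamide | compound = 10 µM single point, 0.25% DMSO | incubation = 48 h compound exposure at 30 °C, humidified | signal = OD615 measurement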
Phagocytosis inh – inhibitors of macrophage phagocytosis | 0.07% of 110,000 active | inhibition, % at 5 µM | J774A.1 macrophage IgG-bead phagocytosis, imaging | AID 1029;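 active means inhibition above the mean of the plate negative controls plus 5 SD, cut at about 13% in these data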;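 further: phagocytic index as fraction of beads internalized from green versus red external bead signal; plate controls were DMSO negative control for no effect and cytochalasin-D positive control for full effect; some results beyond the cut were filed as inactive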
MRP-1 activ – activators of MRP-1 | H69AR cells + doxorubicin, viability rescue, CellTiter-Glo | viability increase, % at 10 µM | 0.61% of 140,000 active | AID 799;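 active means viability gain under doxorubicin at or above a set limit, the compound median plus 3 SD, cut at about 4.7% in these data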;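 further: MRP-1 overexpressing cells given doxorubicin 25 µM after compound pretreatment; 18-22 h compound pretreatment then 72 h with doxorubicin before readout; 0% = doxorubicin-only wells and 100% = vehicle-treated cells without doxorubicin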
Measles CPE – protection of cells from measles virus; Measles virus-infected cells, CPE protection, absorbance; protection (pct of control), % at 4 µM; 1.5% of 140,000 active; AID 841; in the data active means protection mostly above about 24%, no sharp cut-off; inactive means mostly below about 26%; further: some compounds called inactive have numbers as strong as hits
Active calls of the source: *; · = no result given.

Results follow in this order: E-sel TNF inh, NPY Y2 blocker, GALR2 antag, PTEN del growth, HCT116 bCat-KO, BB579 growth dn, Yeast lifespan up, Phagocytosis inh, MRP-1 activ, Measles CPE
1) COc1ccc(-n2c(Cc3cccn3C)nnc2SCC(=O)N2CCCC2)cc1
  -20, 0, 6, 103, 93, -38, -2, 0, -2.2, 27
2) CCCn1c(SCC(=O)NC23CC4CC(CC(C4)C2)C3)n[nH]c1=O
  -3, 1, -5, 97, 89, -26, -22, 5, -1.0, 28
3) Cc1nc2ccc(NC(=O)Cc3cccs3)cc2s1
  8, 2, 11, 91, 79, 3, -8, 2, -3.1, 2
4) CC1=CC(C)C2COC(c3ccc[n+](C)c3)C1C2C (configuration not stated)
  ·, 2, 7, 97, 93, -1, 3, -8, -0.4, 58*
5) Cc1ccc(C)c(S(=O)(=O)ON2C(=O)c3ccccc3C2=O)c1
  ·, 5, 11, 92, 95, -11, 7, -1, 0.4, 2
6) O=C(NNC(=O)c1ccccc1Cl)c1ccncc1
  ·, 1, 6, 105, 95, -18, 0, -9, 0.4, 20
7) O=C(NC(=S)Nc1ccccc1N1CCOCC1)c1cccs1
  -22, 3, -1, 81, 88, -19, 1, ·, -2.9, 6
8) CCn1c(CNc2nc3ccccc3n2C(C)C)nc2ccccc21
  -17, -1, 10, 81, 78, -12, -4, 0, -0.8, 16
9) Cc1ccc(N(CC(=O)O)S(=O)(=O)c2cccc3nonc23)cc1
  ·, 0, -7, 107, 99, -25, 1, -2, -0.1, 6
10) Cc1cc2c(c(=O)o1)C1(C(=O)N(CC(=O)O)c3ccccc31)C(C#N)=C(N)O2 (configuration not stated)
  -6, 2, 1, 94, 101, -28, 12, ·, -2.7, 7

New compounds follow:
Results follow in this order: E-sel TNF inh, NPY Y2 blocker, GALR2 antag, PTEN del growth, HCT116 bCat-KO, BB579 growth dn, Yeast lifespan up, Phagocytosis inh, MRP-1 activ, Measles CPE
11) CCn1c(C(C)NC(=O)c2cccs2)nc2ccccc21 (configuration not stated)
  -24, -1, 14, 89, 81, -14, -4, -2, -1.5, 9
12) COc1ccc(C)cc1NC(=O)C(CCS(C)(=O)=O)NC(C)=O (configuration not stated)
  -7, 2, 1, 87, 88, 13, -7, 0, -1.7, 15
13) O=C(Nc1cccc(F)c1)c1cccc(S(=O)(=O)N2CCOCC2)c1
  9, 2, 13, 87, 93, -32, 1, ·, -1.5, 28
14) CCOC(=O)c1sc(=S)n(-c2ccc(F)c(F)c2)c1N
  ·, -1, 5, 113, 90, -80, -5, ·, -0.1, 6
15) CSc1nc(C)c2c(n1)N(c1ccc(C(C)C)cc1)CC2
  -31, 5, -18, 67, 72, -10, -23, ·, -0.9, 25
16) COc1ccccc1N1C(=O)CC(Sc2n[nH]c(-c3cccc(C)c3)n2)C1=O (configuration not stated)
  ·, 2, 11, 100, 100, -39, 3, -2, -1.2, 9
17) CC(=O)c1cccc(NC(=S)NCCCCc2ccccc2)c1
  ·, 3, -12, 80, 80, 4, -4, -10, -5.4, 10
18) COc1ccc(-c2cccc(C(=O)Nc3ccc(OC)c(OC)c3)c2)cc1
  -13, 1, 5, 83, 87, -51, -15, -5, -0.8, 10
19) CCOC(=O)C1CCN(C(C)=C2C(=O)c3ccccc3C2=O)CC1
  7, 2, -2, 104, 101, -19, 24, -1, -0.4, 6
20) CCC(C)N(C(=O)COC(=O)Cc1n[nH]c(=O)c2ccccc12)C1CCS(=O)(=O)C1 (configuration not stated)
  ·, 8, 0, 101, 102, -27, -5, 0, 1.8, 22

The list continues.
Results follow in this order: E-sel TNF inh, NPY Y2 blocker, GALR2 antag, PTEN del growth, HCT116 bCat-KO, BB579 growth dn, Yeast lifespan up, Phagocytosis inh, MRP-1 activ, Measles CPE
21) CCOC(=O)c1ccc(S(=O)(=O)N2CCN(S(=O)(=O)CC)CC2)cc1
  20, -1, -37, 104, 96, 3, -8, 0, 0.2, 14
22) CCc1ccc2[nH]c(=O)c(CN(Cc3ccc4c(c3)OCO4)C(=O)c3ccco3)cc2c1
  -7, 3, -4, 88, 89, -48, -1, ·, -1.4, 5
23) C#CCN1C(=O)C(O)(CC(=O)c2cccc(OC)c2)c2ccccc21 (configuration not stated)
  85*, 3, -6, 19, 34, -11, -12, 2, -0.7, 4
24) O=C(c1ccccc1F)N1CCN(c2cccc(C(F)(F)F)c2)CC1
  -32, 2, 7, 80, 86, -25, -7, -1, -2.2, 3
25) COCCCNC(=O)CCS(=O)(=O)Cc1ccc(C)cc1
  -3, 0, -4, 100, 96, -24, -3, ·, 0.0, 19
26) O=C(NCc1ccco1)c1ccc(COc2cc(Cl)ccc2Cl)cc1
  ·, 7, 0, 91, 93, -22, -4, -10, 1.9, 14
27) Cc1cccc(C)c1Nc1nnc(SCc2nc3ccccc3s2)s1
  ·, 12, 8, 85, 95, -25, -5, -7, -1.0, 19
28) CCC1Oc2ccc(C)cc2N(CC(=O)NCc2cc(OC)ccc2OC)C1=O (configuration not stated)
  -7, 13, 2, 97, 96, -71, -7, 0, -1.0, 9
29) CCOC(=O)C1=C(CSc2nccn2C)NC(=O)NC1c1ccc2c(c1)OCO2 (configuration not stated)
  -2, 5, -2, 111, 104, -27, -2, -1, -1.3, 9
30) CCc1ccc(CNC(=O)CCc2nc(-c3cccs3)no2)cc1
  ·, 10, 6, 93, 92, 13, -9, -1, -2.0, 1

Other structures.
Results follow in this order: E-sel TNF inh, NPY Y2 blocker, GALR2 antag, PTEN del growth, HCT116 bCat-KO, BB579 growth dn, Yeast lifespan up, Phagocytosis inh, MRP-1 activ, Measles CPE
31) COCC(=O)N1CCCN(c2nc3c(C)cccc3cc2C#N)CC1
  10, 1, -13, 91, 91, -15, -8, 0, -1.1, 9
32) CCN(CC)CCn1c(=S)[nH]c2cc3c(cc2c1=O)OCO3
  -34, 0, 0, 92, 87, -43, -6, 3, -5.2, 5
33) Cc1ccc(C(=O)NNc2nc3ccccc3nc2C(F)(F)F)cc1
  -18, 5, 9, 83, 92, 16, -15, ·, -0.5, 26
34) O=C(Cn1ccc2ccccc2c1=O)NCCC(=O)N1CCN(c2cccc(Cl)c2)CC1
  -20, 4, -5, 91, 93, -80, 1, -1, -0.6, 3
35) Cn1cc(Br)c(C(=O)NNC(=O)c2ccc(Br)cc2)n1
  ·, 2, 11, 96, 105, 9, 2, -6, 7.6*, 10
36) Cc1nc2nc(SCC(=O)c3ccc([N+](=O)[O-])cc3)[nH]c2cc1Br
  ·, 0, 2, 75, 69, -37, 0, 0, -0.6, 26
37) Cc1c(NC(=O)CCCCCN2C(=O)C3C4C=CC(C4)C3C2=O)c(=O)n(-c2ccccc2)n1C (configuration not stated)
  20, 5, -8, 100, 101, -33, 4, -1, -0.5, 7
38) Cc1cc(C)c2nc(SC(C)C(=O)NCC(=O)Nc3ccc(F)c(F)c3F)cc(C)c2c1 (configuration not stated)
  ·, 4, 1, 74, 67, -34, -2, 3, -2.4, 4
39) Fc1ccc(Cn2nnc(-c3ccc(CN4CCOCC4)cc3)n2)cc1
  -5, 5, -4, 90, 90, 22, -8, -2, 0.6, 15
40) CC(C)NC(=O)Cn1cnc2c1c(=O)n(C)c(=O)n2C
  -3, 2, 3, 109, 91, 13, -3, -2, -0.9, 18

(cont.)
Results follow in this order: E-sel TNF inh, NPY Y2 blocker, GALR2 antag, PTEN del growth, HCT116 bCat-KO, BB579 growth dn, Yeast lifespan up, Phagocytosis inh, MRP-1 activ, Measles CPE
41) COc1ccc(S(=O)(=O)N(C)CC(=O)NCc2cccnc2)cc1
  13, 2, -13, 97, 103, 3, -10, -1, -0.7, 5
42) CCOC(=O)C(NCc1ccc(F)cc1)(NC(=O)c1ccccc1)C(F)(F)F (configuration not stated)
  12, 1, -6, 88, 86, -43, ·, ·, -1.9, 3
43) O=C(Nc1cccc2nsnc12)c1ccc(F)cc1
  10, 0, 4, 94, 97, -15, -29, -1, -4.9, 7
44) Cn1c(CSCc2ccc(Cl)cc2)nnc1SCC(=O)Nc1nccs1
  -50, 5, 5, 81, 94, -23, ·, ·, -0.4, 27
45) CN(Cc1nc2ccccc2c(=O)[nH]1)CC(O)COCc1ccco1 (configuration not stated)
  -6, 2, 5, 91, 99, -5, 0, 0, -0.7, 16
46) NC(=O)C1C(c2ccccc2)=C1c1ccccc1
  -34, 5, 9, 79, 89, -1, -3, 2, -0.9, 57*
47) CCCCCN(C(=O)NC(=O)Nc1ccccc1OC)S(C)(=O)=O
  18, 4, 8, 104, 128, -18, -21, 0, 2.5, 26
48) Clc1ccc2c(c1)-c1nnc(Br)n1-c1ccccc1S2
  -18, 4, 10, 76, 74, -20, ·, ·, -4.1, 9
49) CCN(CC)S(=O)(=O)c1ccc(N2CCCCC2)c(NC(=O)/C=C/c2ccc(OC)c(OC)c2)c1
  ·, 1, -6, 88, 90, -26, 0, -8, 0.3, 7
50) CC1CN(CC(O)COc2ccc(C(=O)c3ccccc3)cc2)CC(C)O1 (configuration not stated)
  30, 2, -14, 95, 91, -31, -11, 0, -1.5, 5

Remaining list, next part.
Results follow in this order: E-sel TNF inh, NPY Y2 blocker, GALR2 antag, PTEN del growth, HCT116 bCat-KO, BB579 growth dn, Yeast lifespan up, Phagocytosis inh, MRP-1 activ, Measles CPE
51) CCN(CC)S(=O)(=O)c1cc(C(=O)NC2CCCCC2)ccc1C
  -11, 1, 7, 81, 87, -21, 7, 0, -2.2, 3
52) O=c1c2ccccc2c(/C=N/n2cnnc2)c(O)n1-c1ccccc1
  -15, 1, -11, 102, 99, -25, -9, -1, 1.1, 6
53) COc1ccc2c(c1)CC/C(=C\c1ccc(OC)c(Cn3cccn3)c1)C2=O
  -44, 8, 6, 32, 30, -58, -8, -2, -1.5, 12
54) CCC(=O)c1cccc2c1N=CC1=C(CC(C)(C)CC1=O)N2
  2, 1, -9, 94, 96, -63, -13, -2, -1.5, 8
55) COc1ccccc1CNC(=O)COC(=O)C1=COCCO1
  -30, 1, 1, 91, 90, -13, -4, -3, -1.3, 16
56) CCn1c(-c2cc3ccccc3cc2O)n[nH]c1=S
  9, 7, -2, 85, 82, -45, -5, -1, -0.5, 6
57) COC(=O)CNC(=O)C(NC(=O)c1ccc(Cl)cc1)C(C)C (configuration not stated)
  6, 1, 11, 106, 96, -18, -8, 0, 0.5, 12
58) O=C(C1CCCCC1)N(Cc1nc2sc3c(c2c(=O)[nH]1)CCCC3)Cc1cccs1
  ·, 8, 12, 74, 81, -61, -8, -2, -1.3, 9
59) O=c1[nH]cnc2nn(-c3ccccc3)nc12
  -42, 2, 10, 95, 95, -33, -5, -1, -1.5, 20
60) Cc1ccc(Cl)cc1N1CCN(Cc2nnnn2C2CCCCC2)CC1
  ·, 3, -16, 61, 61, -36, -12, ·, 0.9, 3
61) CCCn1c(C(O)c2ccc(OCC)cc2)nc2ccccc21 (configuration not stated)
  3, 1, 10, 95, 93, -15, -5, -1, -3.6, 17
